NTR1 ag = NTR1-driven beta-arrestin-GFP spot formation – imaging, U2OS cells, high content, primary screen (AID 493036) | activation, % at 20 µM | 330,000 compounds, 0.17% hits | agonist mode | P30989;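 active means activation at or above 40% of the spot to cytoplasm intensity ratio, with at least 20 cells analyzed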;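 further: 0% = DMSO without peptide and 100% = 100 nM NTR1 peptide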
Target sequence (P30989 whole entry, looked up): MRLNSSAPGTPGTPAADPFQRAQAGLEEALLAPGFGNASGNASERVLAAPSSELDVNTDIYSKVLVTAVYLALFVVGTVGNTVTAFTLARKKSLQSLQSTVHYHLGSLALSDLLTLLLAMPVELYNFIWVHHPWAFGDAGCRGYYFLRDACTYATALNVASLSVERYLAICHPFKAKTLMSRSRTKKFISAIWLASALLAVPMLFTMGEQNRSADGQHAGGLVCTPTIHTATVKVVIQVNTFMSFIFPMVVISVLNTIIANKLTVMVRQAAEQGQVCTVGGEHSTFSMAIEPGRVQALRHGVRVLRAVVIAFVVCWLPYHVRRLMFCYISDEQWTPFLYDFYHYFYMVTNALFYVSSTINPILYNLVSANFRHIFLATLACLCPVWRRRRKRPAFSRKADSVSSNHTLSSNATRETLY
GPR35 arrestin U2OS = GPR35 antagonists blocking zaprinast-driven arrestin recruitment, primary screen, imaging, U2OS, beta-arrestin-GFP, zaprinast agonist (AID 2058). U2OS GPR35 beta-arrestin-GFP translocation imaging, zaprinast antagonism; higher % means a stronger effect. one-dose inhibition, % at 10 µM; IC50 in µM for titrated hits. 290,000 compounds, 0.052% hits;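 active means inhibition of at least 50% with at least 30 cells and total cytoplasm GFP at most 10,000,000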
Large T inhibition = TAg ATPase/helicase activity blockers – biochemical (AID 1903); SV40 large T antigen ATPase/helicase inhibition assay; higher % means a stronger effect; one-dose inhibition, % at 20 µM; IC50 in µM for titrated hits; 310,000 compounds, 0.39% hits; in the data active means a potency from the dose series; further: strong numbers were not always called active
GPR55 antagonists = GPR55 antagonists blocking LPI-driven arrestin recruitment, primary screen, imaging, U2OS, beta-arrestin-GFP, LPI agonist (AID 2013); 290,000 compounds, 0.13% hits; inhibition, % at 10 µM, or IC50 in µM where a hit was titrated; U2OS GPR55 beta-arrestin-GFP translocation imaging, LPI antagonism; higher % means a stronger effect;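 active means spots per cell inhibited over 60%, with over 100 cells counted and total cytoplasm intensity under 500,000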;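 further: U2OS cells stably carrying GPR55 and arrestin-GFP stimulated by 5 µM LPI near EC80; imaged beta-arrestin-GFP aggregate spots per cell after agonist stimulation; plate controls were LPI-stimulated DMSO wells for no effect and DMSO wells without LPI for full effect; some results filed as inactive read as strong as hits; confirmed hits need IC50 under 10 µM and bright autofluorescent wells are also inconclusive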
Rac1 GTP hydrolysis = MgcRacGAP GTPase-activating activity inhibitors, confirmation, biochemical, ADP Hunter fluorescence; inhibition, % at 30 µM, or IC50 in µM where a hit was titrated; AID 624330; 340,000 compounds, 0.6% hits; MgcRacGAP-stimulated Rac1 GTP hydrolysis, ADP Hunter fluorescence; higher % means a stronger effect; GST-tagged Rac1 F28L mutant substrate;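 active means first-screen hits whose inhibition reached a set limit at any dose in the follow-up dose series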;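 further: fluorescence reports GDP produced by GAP-driven GTP hydrolysis; strong numbers were not always called active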
LYP inhibition = PTPN22 lymphoid phosphatase activity blockers – biochemical, fluorescence intensity, uHTS (AID 1779); recombinant LYP phosphatase, fluorescence intensity; higher % means a stronger effect; inhibition, % at 11.5 µM, or IC50 in µM where a hit was titrated; 290,000 compounds, 0.054% hits; in the data active means inhibition above about 50%;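 further: plate controls were vehicle with enzyme for no effect and no enzyme for full effect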
T cell modulator = T cell immune modulators affecting CD8 T cell-vesicle binding. 2C CD8+ T cell-vesicle binding, flow cytometry; active compounds read low. calls only at 7 µM. 330,000 compounds, 0.068% hits. AID 2052;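 active means response, share of CD8 T cells binding vesicles, and their 90th percentile fluorescence all below set limits, cut at about 80% in these data, passing the limit was not always enough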
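Material: murine 2C transgenic CD8+ T lymphocytes / Also added: QL9-peptide-loaded Drosophila micro-vesicles bearing Ld, ICAM-1 and B7-1 / Schedule: binding step 1.5 h, 37 °C, antibody labelling 20 min, ice / Signal: flow cytometry, PE anti-B7-1 (FL2) versus Alexa647 anti-CD8 (FL8), PFA-fixed / Evaluation: percent CD8+ FL2 mean versus row control / Benchmarks: naked versus QL9-loaded vesicles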
Hep lipid drop = hepatic lipid droplet formation modulation | AML12 mouse hepatocytes, oleate lipid droplets, BODIPY imaging | 240,000 compounds, 0.4% hits | inhibition, % at 6.5 µM;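 active means lipid droplet intensity inhibited by at least 50%, with more than 500 cells counted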
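Assay system: AML12 hepatocytes (mouse); Probe or stimulus: oleic acid at 100 µM to induce lipid droplet formation; Dosing: compound at 6.5 µM only; Schedule: compound with oleate, overnight; Detection: fluorescence imaging, 20x objective, two fields per well; Measure: % inhibition of lipid droplet signal.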
GPR55 activation = selective activators of receptor GPR55 – imaging, U2OS cells, beta-arrestin-GFP redistribution, primary screen (AID 1961); U2OS GPR55 beta-arrestin-GFP redistribution imaging; higher % means a stronger effect; activation, % at 10 µM, or EC50 in µM where a hit was titrated; 290,000 compounds, 0.048% hits;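 active means activation above 40% with more than 50 cells counted in the well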;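 further: U2OS osteosarcoma cells stably expressing GPR55 and beta-arrestin-GFP; plate controls were DMSO negative control for no effect and LPI positive control for full effect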
Hep lipid drop cells 6.5 µM = second read-out of Hep lipid drop, no call of its own (marks repeat the call); cell count; measured here: cell count, cytotoxicity flag;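 cells counted across two imaged fields per well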
T cell modulator vesicle-bound % = second read-out of T cell modulator, no call of its own (marks repeat the call); double positive events, %; measured here: CD8+ vesicle-bound cell fraction;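 binding gate set so that unloaded-vesicle control wells show 10% double positive cells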
NTR1 ag cell count 20 µM = recorded beside NTR1 ag, whose call it bears; cell count; measured here: cell count, cytotoxicity flag
* = called active by the depositor; i = inactive; x = not tested or not shown.

Values run as follows: NTR1 ag, NTR1 ag cell count 20 µM, GPR35 arrestin U2OS, Large T inhibition, GPR55 antagonists, Rac1 GTP hydrolysis, LYP inhibition, T cell modulator, T cell modulator vesicle-bound %, Hep lipid drop, Hep lipid drop cells 6.5 µM, GPR55 activation
(1) CN(C(=S)Nc1ccc(F)cc1)C1(c2ccccc2Cl)CCCCC1=O (stereo not given)
 : 2.4, 48, 0%, 5%, 7%, 12%, -10%, i, 36, x, x, 0.0%
(2) CC(C)(C)NC(=O)COC(=O)c1cc(S(=O)(=O)N2CCCCC2)ccc1N1CCOCC1
 : -2.6, 47, 1%, -12%, 6%, 10%, 1%, i, 46, 0, 768, 0.0%
(3) Cc1cc(C(C)c2ccccc2)c(O)c(CN2CCOCC2)c1C (stereo not given)
 : 4.1, 67, -5%, -2%, -2%, 4%, 1%, i, 45, -7, 734, 0.0%
(4) C=CCOC(=O)/C(=C\c1ccccc1)NC(=O)c1ccc(C)cc1
 : 1.5, 71, -16%, 5%, -5%, 1%, -6%, i, 60, -16, 698, 0.2%
(5) COc1ccc(Cn2c(=O)[nH]c3cc(C(=O)N4CCN(c5ccccc5)CC4)ccc3c2=O)cc1
 : 6.8, 53, 6%, 4%, -1%, 6%, -7%, i, 6, -1, 677, -0.1%
(6) COc1ccc(CNC(=O)c2ccc(C)o2)cc1
 : -1.0, 80, -22%, 12%, 2%, 5%, -5%, i, 20, -6, 765, -0.3%
(7) CC(C)(C)c1ccc(OCCCNCc2ccccc2)cc1
 : 5.2, 43, 20%, 5%, 35%, 11%, -2%, i, 35, -2, 710, -0.2%
(8) O=C(Cn1nc(-c2cccc(Cl)c2)ccc1=O)Nc1ccccc1Br
 : 0.3, 53, 17%, -1%, -5%, 9%, -3%, i, 28, -10, 668, -0.1%
(9) C=CCNc1oc(/C=C/c2ccccc2)nc1C#N
 : 0.7, 77, -5%, 6%, 12%, 5%, -67%, i, 13, x, x, -0.2%
(10) Cc1ccc2cc(C#N)c(N3CCCN(C(=S)NCCCN(C)C)CC3)nc2c1
 : 0.3, 66, 13%, 8%, -11%, 14%, -10%, i, 70, -33, 759, -0.3%
(11) CN1C(c2ccccc2)CC(=NO)CC1c1ccccc1 (stereo not given)
 : 2.0, 60, 13%, -4%, 6%, 8%, -6%, i, 40, 8, 866, 0.2%
(12) Clc1ccc(-c2nnc(COc3ncnc4sccc34)o2)cc1
 : -0.3, 63, -11%, 9%, -13%, 8%, -4%, i, 58, -12, 675, 0.7%
(13) O=C(/C=C/c1cn(CC(O)CN2CCCCCC2)c2ccccc12)c1cccs1 (stereo not given)
 : -3.4, 49, 3%, 3%, 26%, 8%, 2%, i, 48, -35, 453, 0.1%
(14) c1cc(SSc2ccncc2)ccn1
 : -1.6, 70, 24%, 19%, 9%, 29%, -2%, i, 2, 11, 412, -0.1%
(15) Cc1ccc(CSCC(=O)NCc2ccc3c(c2)OCO3)cc1
 : 1.3, 37, -3%, 8%, -7%, 7%, -6%, i, 48, 1, 734, 0.3%
(16) COc1ccc(C(=O)COC(=O)c2cc(S(=O)(=O)N3CCCCC3)ccc2N2CCOCC2)c(OC)c1
 : 1.1, 67, x, 11%, x, 4%, x, i, 46, x, x, x
(17) CC(Sc1nnc(-c2cc3ccccc3o2)n1-c1ccccc1)C(=O)O (stereo not given)
 : -0.4, 48, -3%, 4%, 23%, 4%, -5%, i, 13, 17, 683, -0.2%
(18) O=C(Nc1nnc(-c2ccccc2)o1)c1ccc(Cl)cc1
 : 0.0, 41, 13%, 7%, -12%, 2%, 1%, i, 60, -2, 758, 0.2%
(19) CC1CCc2c(sc3nc(CSc4n[nH]c(N)n4)[nH]c(=O)c23)C1 (stereo not given)
 : 5.0, 48, -27%, 8%, -7%, 0%, 2%, i, 45, 1, 661, 0.2%
(20) CC(=O)Nc1ccc(S(=O)(=O)Nc2ccc3c(c2)OCO3)cc1
 : -1.3, 47, -8%, 7%, 2%, -1%, -8%, i, 53, -4, 833, 0.0%

The list goes on, overlapping the part above by two compounds.
Values run as follows: NTR1 ag, NTR1 ag cell count 20 µM, GPR35 arrestin U2OS, Large T inhibition, GPR55 antagonists, Rac1 GTP hydrolysis, LYP inhibition, T cell modulator, T cell modulator vesicle-bound %, Hep lipid drop, Hep lipid drop cells 6.5 µM, GPR55 activation
(19) CC1CCc2c(sc3nc(CSc4n[nH]c(N)n4)[nH]c(=O)c23)C1 (stereo not given)
 : 5.0, 48, -27%, 8%, -7%, 0%, 2%, i, 45, 1, 661, 0.2%
(20) CC(=O)Nc1ccc(S(=O)(=O)Nc2ccc3c(c2)OCO3)cc1
 : -1.3, 47, -8%, 7%, 2%, -1%, -8%, i, 53, -4, 833, 0.0%
(21) CC1CCc2[nH]c3ccc(C(=O)N4CCCC(C(F)(F)F)C4)cc3c2C1 (stereo not given)
 : 13, 62, x, 12%, x, 5%, x, i, 35, x, x, x
(22) Cc1cccc(N2CCN(S(=O)(=O)c3ccc(-c4coc(C)n4)cc3)CC2C)c1 (stereo not given)
 : 2.2, 53, 13%, 27%, 4%, 0%, 2%, i, 33, -12, 770, -0.2%
(23) CCCCn1c(SCC(=O)Nc2nc(C)cs2)nnc1-c1cccnc1
 : 1.1, 77, 1%, 6%, 8%, 12%, -6%, x, x, 6, 767, -0.1%
(24) CC(=O)c1ccc(N=C2C(=O)Nc3ccccc32)cc1
 : 1.0, 60, -7%, 37%, 17%, 1%, -7%, i, 44, 0, 790, -0.3%
(25) Cc1ccc(S(=O)(=O)N2CCCC(C(=O)NC3CCCC3)C2)cc1 (stereo not given)
 : 0.0, 44, 4%, 8%, 3%, 6%, -13%, i, 24, -3, 733, -0.1%
(26) CCCC(=O)O[C@]1(C(=O)CO)CC[C@H]2[C@@H]3CCC4=CC(=O)CC[C@]4(C)[C@H]3[C@@H](O)C[C@@]21C
 : 1.2, 42, -8%, 29%, 5%, -1%, -1%, i, 18, 4, 697, -0.2%
(27) O=C1c2ccccc2C(=O)N1/N=C/c1ccc(Oc2ccc([N+](=O)[O-])cn2)cc1
 : 3.9, 65, 0%, 4%, -8%, 1%, 2%, i, 28, -38, 319, -0.1%
(28) CCOc1cc(C(=O)Nc2ccc(S(=O)(=O)NC3=NCCCCC3)cc2)cc(OCC)c1OCC
 : 0.7, 44, -3%, 11%, 0%, 5%, -6%, i, 8, -6, 676, -0.4%
(29) Cc1cccc(C(=O)N2CCC(=O)N(C(COCc3ccc(Cl)cc3)Cc3ccccc3)CC2)c1 (stereo not given)
 : 7.7, 54, -4%, 14%, 0%, 10%, 1%, i, 35, -14, 742, 0.5%
(30) COc1ccccc1NC1=NC(C)(C)N=C(N)N1
 : -0.4, 87, 7%, 2%, -3%, 4%, -7%, i, 29, x, x, 0.3%
(31) COc1ccc(OC)c(C2NC(=O)NC(C)=C2C(=O)OCc2ccccc2)c1 (stereo not given)
 : 1.0, 43, -2%, 22%, -5%, 5%, -8%, i, 61, -11, 809, -0.1%
(32) COc1ccccc1NC(=O)CNC(c1ccccc1)c1ccccc1
 : 2.4, 54, -6%, 7%, -7%, 10%, -1%, i, 32, 14, 711, 0.6%
(33) CC(C)Oc1ccc(CCN=C(N)N=C(N)N)cc1Cl
 : 1.9, 53, 3%, 3%, 1%, 9%, -12%, i, 18, -1, 692, -0.1%
(34) CC(=O)c1cccc(S(=O)(=O)NCC(c2ccco2)N2CCCCC2)c1 (stereo not given)
 : 1.5, 80, 1%, 1%, 0%, 5%, -4%, i, 35, -22, 714, 0.2%
(35) COCCn1c(SCC(=O)Nc2ccccc2F)nnc1-c1ccoc1C
 : -0.9, 32, 5%, 16%, 7%, 5%, -8%, i, 17, -25, 763, -0.2%
(36) COc1cccc(C2CC(=O)Nc3c2c(=O)[nH]c2ncnn32)c1 (stereo not given)
 : 1.1, 63, -10%, 12%, 1%, 6%, -9%, i, 31, 9, 689, -0.3%
(37) CCCN(CCC)c1nc(NC2CCN(C(=O)OCC)CC2)nc(OC)n1
 : 4.8, 54, 5%, 10%, -2%, 5%, -5%, i, 1, x, x, 1.2%
(38) CCOc1ccc(CC(=NCCc2ccccc2)C2=C(O)CC(C)(C)CC2=O)cc1OCC
 : -0.8, 90, 3%, -4%, 11%, 5%, -1%, i, 4, -17, 698, -0.3%
(39) CCOC(=O)/C(C#N)=C\c1cc(OC)c(OC)cc1[N+](=O)[O-]
 : 4.1, 97, 8%, x, 1%, 7%, -5%, i, 28, 2, 743, 0.6%
(40) Cc1cc(C)cc(OCC(=O)N2N=C(C(F)(F)F)CC2(O)C(C)(C)C)c1 (stereo not given)
 : 8.4, 49, 0%, 28%, 5%, 5%, -1%, i, 36, -1, 746, 0.6%
(41) COc1cc(/C=N/NC(=O)c2ccc(NC(=O)C3CCCCC3)cc2)ccc1O
 : 1.6, 60, 8%, 34%, 0%, 8%, -2%, i, 59, -5, 811, -0.1%
(42) CCOc1ccc(-c2nnc(-c3ccc(OC)cc3)o2)cc1
 : 1.5, 45, -19%, 5%, 10%, -10%, -6%, i, 50, -4, 703, -0.1%
(43) Cc1cccc2sc(NC(=O)CSc3nc4ccccc4o3)nc12
 : 14, 79, -12%, 32%, -6%, 7%, -6%, i, 38, 21, 749, -0.2%
(44) O=C(NCCNc1ccccc1[N+](=O)[O-])c1ccccc1F
 : 3.2, 44, 1%, 1%, -2%, 5%, -4%, i, 57, -14, 798, -0.2%
(45) COC(=O)c1cccc(OCC(O)Cn2ccnc2)c1 (stereo not given)
 : 1.4, 66, 1%, -3%, 7%, 8%, -8%, i, 52, x, x, 0.1%
(46) COCCNC(=O)c1cc(C)ccc1C
 : -0.3, 99, -11%, 1%, 3%, 2%, -4%, i, 59, -5, 659, -0.2%
(47) Cc1[nH]c2ccccc2c1N=Nc1cc(C(=O)O)cc(C(=O)O)c1
 : -0.5, 69, 6%, 6%, 7%, 3%, 2%, i, 18, 4, 726, 0.3%

Screening results deposited in PubChem by several laboratories.
